Screens deposited in PubChem by National Center for Advancing Translational Sciences (NCATS).
N370S GC = inhibits or activates N370S mutant glucocerebrosidase | N370S GC spleen homogenate, 4MU-glucoside fluorescence | Potency, µM (doses to about 59.4 µM), without a hit: at the top dose activity change, negative = inhibition, hits mostly inhibitors | actives 0.092% (n = 330,000) | AID 2101;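 also: 0% = full enzyme activity and -100% = no enzyme basal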
TDP1 cell noCPT = qHTS for Inhibitors of human tyrosyl-DNA phosphodiesterase 1 (TDP1): qHTS in cells in absence of CPT | Potency, µM (top dose mostly 46.2 µM), for the others: at the top dose activity change, negative = growth inhibition, hits mostly inhibitors | DT40 Tdp1-/- hTDP1 cells, no CPT, ATP luminescence, 48 h | AID 686978, 2013 | actives 15% (n = 420,000); also: nearly all actives have a fitted effect of over 55% in size
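Chicken DT40 Tdp1-/- cells complemented with human TDP1, screened without camptothecin (DMSO vehicle only), 400 cells/well. Compounds pin-transferred, cells incubated at 37 °C for at least 48 hr. Growth read as ATP-dependent luminescence (CellTiter-Glo, 30 min at RT).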
TDP1 inh = inhibitors of human tyrosyl-DNA phosphodiesterase TDP1. recombinant TDP1, AlphaScreen DNA substrate cleavage. Potency, µM (titrated, usually from 130 µM), inactives show at the highest dose activity change, negative = inhibition, actives largely listed as inhibitors. Q9NUW8. AID 485290. actives 0.28% (n = 350,000); also: nearly all actives have a fitted effect of over 40% in size
Target sequence (Q9NUW8 whole entry, looked up): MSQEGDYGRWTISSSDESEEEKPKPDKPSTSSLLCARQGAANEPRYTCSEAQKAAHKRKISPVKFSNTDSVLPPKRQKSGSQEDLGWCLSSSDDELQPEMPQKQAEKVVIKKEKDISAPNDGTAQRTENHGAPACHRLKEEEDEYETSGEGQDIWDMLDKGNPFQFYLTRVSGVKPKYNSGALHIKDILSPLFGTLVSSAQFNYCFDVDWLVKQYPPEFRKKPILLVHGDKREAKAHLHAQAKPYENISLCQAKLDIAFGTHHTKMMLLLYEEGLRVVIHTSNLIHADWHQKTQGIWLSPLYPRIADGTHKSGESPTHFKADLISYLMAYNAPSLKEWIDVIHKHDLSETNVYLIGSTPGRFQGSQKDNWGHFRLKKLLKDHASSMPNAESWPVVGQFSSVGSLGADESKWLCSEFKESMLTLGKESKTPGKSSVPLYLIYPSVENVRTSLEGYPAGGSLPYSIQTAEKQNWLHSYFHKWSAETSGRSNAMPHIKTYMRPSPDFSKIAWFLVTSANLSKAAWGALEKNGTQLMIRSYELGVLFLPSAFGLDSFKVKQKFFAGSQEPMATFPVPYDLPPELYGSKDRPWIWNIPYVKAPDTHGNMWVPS
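Tdp1 1 nM final; 15 min RT w/ cpd; substrate 15 nM, 5 min; beads 10 ug/ml, 10 min; AlphaScreen read. Neg ctrl: no enzyme.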
* hit, by the source's call; ? = inconclusive; nt = no result given; & = joins results of further samples; [ ] = remark or other dose. Calls follow the shape of the dose curve; as a rule, active = well fitted curve in the direction sought with a large enough effect; inconclusive = small, poorly fitted or top-dose-only effect, or another doubt; inactive = no such curve, though single readings can be large; an effect the other way counts as inactive or inconclusive. Unless noted, % is scaled to controls: 0 for no effect and ±100 for the full control effect; potency is read from the fitted curve at half-maximal effect.

C#CCN(C)[C@H](C)Cc1ccccc1
  N370S GC: 0.2%&2.3%&-1.6%; TDP1 cell noCPT: 9.3%; TDP1 inh: 11.0%

C[C@H]1[C@H](OC(=O)CCC(=O)NCc2ccc(C(=O)O)cc2)O[C@@H]2O[C@@]3(C)CC[C@H]4[C@H](C)CC[C@@H]1C24OO3
  N370S GC: 0.0%; TDP1 cell noCPT: 0.0259µM*; TDP1 inh: nt

O=C(COC(=O)Cc1ccccc1)Nc1cc(S(=O)(=O)N2CCOCC2)ccc1N1CCCC1
  N370S GC: 11.1%; TDP1 cell noCPT: -6.5%; TDP1 inh: 7.0%

CN1CCc2cc3c(c4c2C1Cc1ccccc1-4)OCO3 (stereo unspecified)
  N370S GC: 11.2%; TDP1 cell noCPT: -27.5%; TDP1 inh: nt

CC(Oc1cc2oc(=O)c3c(c2cc1Cl)CCCC3)C(=O)NCc1ccccn1 (stereo unspecified)
  N370S GC: ?; TDP1 cell noCPT: ?; TDP1 inh: 5.8%

CCCCn1c(O)c(C(C)=NCCN2CCOCC2)c(=O)[nH]c1=O
  N370S GC: -1.0%; TDP1 cell noCPT: 4.9%; TDP1 inh: 8.1%

CN1CC[C@]2(c3cccc(O)c3)Cc3nc4ccccc4cc3C[C@H]2C1
  N370S GC: -3.8%; TDP1 cell noCPT: nt; TDP1 inh: 5.8%

Cc1cc(NC(=O)CCl)on1
  N370S GC: -10.2%; TDP1 cell noCPT: 9.2µM*; TDP1 inh: 2.5%

O=C1NC(=O)C(=Cc2ccc(-c3ccc(Cl)cc3)o2)C(=O)N1
  N370S GC: 1.3%; TDP1 cell noCPT: 8.2µM*; TDP1 inh: nt

Cc1cc(C)c(N)cc1C
  N370S GC: 19.7%; TDP1 cell noCPT: ?; TDP1 inh: 1.6%&8.7%

c1ccc2c(CCNCc3ccc4c(c3)OCO4)c[nH]c2c1
  N370S GC: 30.5%; TDP1 cell noCPT: ?; TDP1 inh: -1.6%[56.1 µM]

O=C(c1cccc(Cl)c1)C1CCCN(Cc2ccon2)C1 (stereo unspecified)
  N370S GC: -2.2%; TDP1 cell noCPT: ?; TDP1 inh: -2.5%

COc1cccc(C2(O)CCSCC2CN(C)C)c1 (stereo unspecified)
  N370S GC: -1.7%; TDP1 cell noCPT: 7.8%; TDP1 inh: 1.9%

CCN(CCNc1ccc([N+](=O)[O-])c2cccnc12)S(=O)(=O)c1ccccc1
  N370S GC: 0.6%; TDP1 cell noCPT: -9.8%; TDP1 inh: 2.7%

CCOP(=O)(OCC)C1(O)C(=O)Nc2ccc(Br)cc21 (stereo unspecified)
  N370S GC: -1.2%; TDP1 cell noCPT: 16.4µM*; TDP1 inh: 5.4%

COc1ccc(NC(=O)CCc2nc(C3=CCN(Cc4cccc(C)c4)CC3)no2)c(OC)c1
  N370S GC: nt; TDP1 cell noCPT: 11.6µM*; TDP1 inh: 5.4%

CCOP(=O)(OCC)C(c1ccccc1)N(C)C=O (stereo unspecified)
  N370S GC: ?; TDP1 cell noCPT: 19.3%; TDP1 inh: 5.2%

O=C(Nc1ccc(Cl)c(Cl)c1)O/N=C/c1ccncc1
  N370S GC: 6.4%; TDP1 cell noCPT: ?; TDP1 inh: 2.3%

O=c1[nH]c(=S)n(CCC2=CCCCC2)c(O)c1C=NC1CCN(Cc2ccccc2)CC1
  N370S GC: -18.5%; TDP1 cell noCPT: ?; TDP1 inh: 1.0%

CCCCC/C=C\C/C=C\C/C=C\C/C=C\CCCC(=O)NCc1ccoc1
  N370S GC: -20.4%; TDP1 cell noCPT: nt; TDP1 inh: ?

CC(=O)O[C@]1(c2ccccc2)CCN(C)[C@H]2CCCC[C@@H]21
  N370S GC: -12.2%; TDP1 cell noCPT: -18.4%; TDP1 inh: 4.4%

Cc1ccccc1-n1c(/C=C/c2ccccn2)nc2ccccc2c1=O
  N370S GC: -1.2%; TDP1 cell noCPT: 23.1µM*; TDP1 inh: 1.2%

CC(C)CCNC(=O)Cn1c(=O)oc2cc(S(=O)(=O)N3CCc4ccccc43)ccc21
  N370S GC: -14.8%; TDP1 cell noCPT: ?; TDP1 inh: 2.5%

COc1ccc(C(=O)OC2CC3CCC(C2)[N+]3(C)[O-])cc1OC (stereo unspecified)
  N370S GC: -5.5%; TDP1 cell noCPT: 11.9%; TDP1 inh: nt

CC(C)CN1CC[C@@]2(CCCN(C(=O)c3ccncc3)C2)C1
  N370S GC: 1.4%; TDP1 cell noCPT: 0.4%; TDP1 inh: nt

Cc1cc(C)cc(NC(=S)NC2CC3CCC(C2)N3Cc2ccco2)c1 (stereo unspecified)
  N370S GC: -5.3%; TDP1 cell noCPT: 16.4µM*; TDP1 inh: 4.1%

CC(C)OP(=O)(OC(C)C)C(Nc1ccccc1)c1cccc2c1OCO2 (stereo unspecified)
  N370S GC: -3.6%; TDP1 cell noCPT: ?; TDP1 inh: -1.8%

CCCCSC1=NN1c1nc(N)nc(C)c1CC
  N370S GC: -1.9%; TDP1 cell noCPT: -0.8%; TDP1 inh: 0.7%

CN1CCN(CC(=O)Nc2ccc([N+](=O)[O-])cc2C(=O)c2ccccc2)CC1
  N370S GC: -10.5%; TDP1 cell noCPT: -26.3%; TDP1 inh: -2.7%

COc1ccc(C(CNC(=O)Cc2ccc(Cl)c(Cl)c2)N(C)C)cc1 (stereo unspecified)
  N370S GC: -7.8%; TDP1 cell noCPT: ?; TDP1 inh: 0.0%

Some of the entries above in a different format.
Values in the order: N370S GC, TDP1 cell noCPT, TDP1 inh
COc1ccc(NC(=O)CCc2nc(C3=CCN(Cc4cccc(C)c4)CC3)no2)c(OC)c1
    nt, 11.6µM*, 5.4%
CCOP(=O)(OCC)C(c1ccccc1)N(C)C=O (stereo unspecified)
    ?, 19.3%, 5.2%
O=C(Nc1ccc(Cl)c(Cl)c1)O/N=C/c1ccncc1
    6.4%, ?, 2.3%
O=c1[nH]c(=S)n(CCC2=CCCCC2)c(O)c1C=NC1CCN(Cc2ccccc2)CC1
    -18.5%, ?, 1.0%
CCCCC/C=C\C/C=C\C/C=C\C/C=C\CCCC(=O)NCc1ccoc1
    -20.4%, nt, ?
CC(=O)O[C@]1(c2ccccc2)CCN(C)[C@H]2CCCC[C@@H]21
    -12.2%, -18.4%, 4.4%
Cc1ccccc1-n1c(/C=C/c2ccccn2)nc2ccccc2c1=O
    -1.2%, 23.1µM*, 1.2%
CC(C)CCNC(=O)Cn1c(=O)oc2cc(S(=O)(=O)N3CCc4ccccc43)ccc21
    -14.8%, ?, 2.5%
COc1ccc(C(=O)OC2CC3CCC(C2)[N+]3(C)[O-])cc1OC (stereo unspecified)
    -5.5%, 11.9%, nt
CC(C)CN1CC[C@@]2(CCCN(C(=O)c3ccncc3)C2)C1
    1.4%, 0.4%, nt
Cc1cc(C)cc(NC(=S)NC2CC3CCC(C2)N3Cc2ccco2)c1 (stereo unspecified)
    -5.3%, 16.4µM*, 4.1%
CC(C)OP(=O)(OC(C)C)C(Nc1ccccc1)c1cccc2c1OCO2 (stereo unspecified)
    -3.6%, ?, -1.8%
CCCCSC1=NN1c1nc(N)nc(C)c1CC
    -1.9%, -0.8%, 0.7%
CN1CCN(CC(=O)Nc2ccc([N+](=O)[O-])cc2C(=O)c2ccccc2)CC1
    -10.5%, -26.3%, -2.7%

The listing continues:
CCc1ccccc1N1C(=O)N(Cc2ccccc2C)c2ccccc2S1(=O)=O
  N370S GC: nt; TDP1 cell noCPT: 16.4µM*; TDP1 inh: -1.5%

COc1cc(OC)c(OC)cc1CNC(C)C(O)c1ccccc1 (stereo unspecified)
  N370S GC: -1.4%; TDP1 cell noCPT: -7.0%; TDP1 inh: 3.9%

CCCCC/C=C\C/C=C\C/C=C\C/C=C\CCCC(=O)NCCO
  N370S GC: 27.7%&2.0%&-4.0%&-19.3%; TDP1 cell noCPT: nt; TDP1 inh: 9.8%&-4.1%&5.0%&5.6%

CSc1nnc([C@@H](N)Cc2c[nH]c3ccccc23)o1
  N370S GC: -16.8%; TDP1 cell noCPT: 7.5%; TDP1 inh: 5.4%

CC(=O)Nc1c2sscc-2n(C)c1=O
  N370S GC: 8.4%; TDP1 cell noCPT: nt; TDP1 inh: 0.0%

Cc1ccc(OCC(=O)NCCN2CCN(C(=O)COc3ccc(C)cc3)CC2)cc1
  N370S GC: 24.2%; TDP1 cell noCPT: -20.9%; TDP1 inh: -2.2%

CC(=O)Nc1ccccc1C(=O)OCC(=O)Nc1ncccn1
  N370S GC: -4.3%; TDP1 cell noCPT: 11.3%; TDP1 inh: 2.5%

CCCCOC(=O)n1c(=O)oc2ccccc21
  N370S GC: 2.0%; TDP1 cell noCPT: ?; TDP1 inh: 4.2%

O=C(Cc1n[nH]c(=O)c2ccccc12)OCc1c(Cl)cccc1Cl
  N370S GC: -0.9%; TDP1 cell noCPT: ?; TDP1 inh: -4.1%

COC(=O)C1=C(c2cccc(OCc3ccccc3)c2)C[C@@H]2CC[C@H]1N2C(=O)NCc1ccc(OC)cc1
  N370S GC: nt; TDP1 cell noCPT: 16.4µM*; TDP1 inh: 0.5%

COc1ccc(S(=O)(=O)Nc2ccccc2OC)cc1N=Nc1c(O)[nH]c(=S)[nH]c1=O
  N370S GC: nt; TDP1 cell noCPT: ?; TDP1 inh: ?

Fc1ccc(CNCCc2ccccc2)cc1
  N370S GC: 0.1%; TDP1 cell noCPT: -10.9%; TDP1 inh: -5.3%

CCN(CC(=O)Nc1ccc(C#N)c(Cl)c1)CC(=O)NC1CCS(=O)(=O)C1 (stereo unspecified)
  N370S GC: -16.8%; TDP1 cell noCPT: -25.0%; TDP1 inh: -0.1%

CCCOP(=O)(OCCC)C(Nc1cccc(C(F)(F)F)c1)c1ccc(C)cc1 (stereo unspecified)
  N370S GC: -10.9%; TDP1 cell noCPT: 23.1µM*; TDP1 inh: 1.0%

O=C(Nc1nc2ccccc2s1)c1cccn(Cc2ccccc2)c1=O
  N370S GC: nt; TDP1 cell noCPT: ?; TDP1 inh: 2.6%

COc1ccccc1OCCCn1cc(C=O)c2ccccc21
  N370S GC: 3.6%; TDP1 cell noCPT: 20.6µM*; TDP1 inh: 3.6%

CN1CCN(C(=O)COc2ccc(Oc3ccccc3)cc2)CC1
  N370S GC: -6.2%; TDP1 cell noCPT: -8.9%; TDP1 inh: -1.2%

COc1ccccc1N1CCN(Cc2ccc(Cl)cc2Cl)CC1
  N370S GC: 2.7%; TDP1 cell noCPT: ?; TDP1 inh: -0.7%

C[N+](C)(C)CC(=O)Nc1ccc(Cl)cc1C(=O)c1ccccc1
  N370S GC: -2.5%; TDP1 cell noCPT: 2.0%; TDP1 inh: -3.4%

COC(=O)C1=C(c2cccc(OCc3ccccc3)c2)C[C@@H]2CC[C@H]1N2C(=O)NCc1ccccc1C(F)(F)F
  N370S GC: nt; TDP1 cell noCPT: 23.1µM*; TDP1 inh: -0.2%

Reformatted bar-delimited: entries from further up.
smiles | N370S GC | TDP1 cell noCPT | TDP1 inh
O=C(Nc1nc2ccccc2s1)c1cccn(Cc2ccccc2)c1=O | nt | ? | 2.6%
COc1ccccc1OCCCn1cc(C=O)c2ccccc21 | 3.6% | 20.6µM* | 3.6%

Following part:
COc1ccc(N2CCN(C(=O)C3CCCN(S(=O)(=O)c4ccc5c(c4)CCCN5C(C)=O)C3)CC2)cc1 (stereo unspecified)
  N370S GC: nt; TDP1 cell noCPT: 2.31µM*; TDP1 inh: -1.1%

CCC(C)c1ccc(N2C(=O)NC(=O)/C(=C/c3cccn3CCOc3ccc(C)cc3)C2=O)cc1 (stereo unspecified)
  N370S GC: 4.6%; TDP1 cell noCPT: ?; TDP1 inh: 2.7%

BrC(Br)Br
  N370S GC: -15.6%; TDP1 cell noCPT: nt; TDP1 inh: 5.9%

CC(O)(CS(=O)(=O)c1cccc(C(F)(F)F)c1)C(=O)Nc1cccc(C(F)(F)F)c1 (stereo unspecified)
  N370S GC: -23.3%; TDP1 cell noCPT: ?; TDP1 inh: -2.0%

CC(=O)Nc1ccc(OC(=O)N(C)c2ccc(C)cc2)cc1
  N370S GC: -9.6%; TDP1 cell noCPT: -9.9%; TDP1 inh: nt

A portion of the library; rates above refer to the full screens.
